# Bioassay records as filed in PubChem BioAssay.
# TEAD-YAP block – TEAD-YAP interaction inhibition | inhibition, % at 9.12 µM | 1.4% of 640,000 active | AID 1259422 | HEK-TIYL cells, TEAD-Gal4/YAP UAS-luciferase luminescence; in the data active means inhibition above about 32%;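 further: 0% = median of test compound wells and 100% = reference inhibitor wells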
# FBW7 act – activators of human E3 ligase FBW7; Q969H0; AlphaScreen FBW7–phospho-cyclin E peptide binding, activator screen; normalized activity (activation), % at 26.1 µM; 0.13% of 650,000 active; AID 1259310; in the data active means normalized activity above about 1.9%;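 further: purified mutant Fbw7 with reduced substrate affinity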
# GPR151 activ – human GPR151 activation; PathHunter beta-arrestin GPR151 cells, luminescence; activation, % at 11.2 µM; 1% of 650,000 active; in the data active means activation above about 4.9%;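 further: 0% = median of compound wells and 100% = cells with positive control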
# Target sequence (Q8TDV0 whole entry, looked up): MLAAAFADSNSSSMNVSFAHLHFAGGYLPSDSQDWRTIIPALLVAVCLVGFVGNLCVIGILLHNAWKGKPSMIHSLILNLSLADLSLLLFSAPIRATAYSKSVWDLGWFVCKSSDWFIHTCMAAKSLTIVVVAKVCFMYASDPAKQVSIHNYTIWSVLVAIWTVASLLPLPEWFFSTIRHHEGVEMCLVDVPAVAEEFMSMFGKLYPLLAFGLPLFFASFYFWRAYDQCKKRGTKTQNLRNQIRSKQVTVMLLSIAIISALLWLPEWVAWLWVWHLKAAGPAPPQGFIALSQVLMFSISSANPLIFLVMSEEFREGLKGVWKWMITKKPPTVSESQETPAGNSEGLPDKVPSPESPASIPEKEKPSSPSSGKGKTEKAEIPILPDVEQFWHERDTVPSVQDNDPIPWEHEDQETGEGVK
# MITF inh – blocks human microphthalmia-associated transcription factor. AlphaScreen MITF homodimerization, bead proximity signal. 0.91% of 650,000 active. inhibition, % at 2.6 µM. O75030; in the data active means inhibition above about 50%;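 further: 0% = vehicle wells with protein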
# Target sequence (O75030 whole entry, looked up): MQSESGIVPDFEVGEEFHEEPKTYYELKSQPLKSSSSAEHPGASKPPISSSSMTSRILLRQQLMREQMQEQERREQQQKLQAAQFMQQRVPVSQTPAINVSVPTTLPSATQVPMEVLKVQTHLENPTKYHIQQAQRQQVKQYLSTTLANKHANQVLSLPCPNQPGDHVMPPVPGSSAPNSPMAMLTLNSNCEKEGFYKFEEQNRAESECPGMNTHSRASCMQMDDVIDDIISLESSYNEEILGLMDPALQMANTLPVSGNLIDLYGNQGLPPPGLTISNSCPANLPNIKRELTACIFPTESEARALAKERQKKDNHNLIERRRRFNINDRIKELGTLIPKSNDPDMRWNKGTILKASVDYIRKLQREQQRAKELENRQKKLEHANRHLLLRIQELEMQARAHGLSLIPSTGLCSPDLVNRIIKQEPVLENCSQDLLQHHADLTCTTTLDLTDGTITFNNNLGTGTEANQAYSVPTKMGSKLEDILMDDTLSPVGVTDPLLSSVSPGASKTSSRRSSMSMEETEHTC
# Active calls of the source: *.
# A first look:
# Values run as follows: FBW7 act	GPR151 activ	TEAD-YAP block	MITF inh
- O=C(N/N=C/c1c(N2CCCCC2)nc2ccccn2c1=O)c1ccccc1O
 : -0.2	-1.0	-31	27
- CCCCOC(=O)c1cc(-c2ccc(OC)cc2)nc2ccc(C)cc12
 : 0.0	-1.1	9	-7
- Cc1cc2c(cc1S(=O)(=O)N(C)Cc1ccccc1)n(C)c(=O)c(=O)n2C
 : 0.0	0.9	4	5

# The whole of this part, from the first entry:
# Values run as follows: FBW7 act	GPR151 activ	TEAD-YAP block	MITF inh
- O=C(N/N=C/c1c(N2CCCCC2)nc2ccccn2c1=O)c1ccccc1O
 : -0.2	-1.0	-31	27
- CCCCOC(=O)c1cc(-c2ccc(OC)cc2)nc2ccc(C)cc12
 : 0.0	-1.1	9	-7
- Cc1cc2c(cc1S(=O)(=O)N(C)Cc1ccccc1)n(C)c(=O)c(=O)n2C
 : 0.0	0.9	4	5
- CC1=C(C(N)=O)C(c2ccc(C)o2)n2nc(-c3cccc(Cl)c3)nc2N1 (stereo not drawn)
 : 0.0	-0.3	10	12
- O=C(NNc1ccccc1)C(O)C(O)C(=O)NNc1ccccc1 (stereo not drawn)
 : -0.1	0.2	-5	5
- CSc1ncc(CN2CCCC(N3CCOCC3)C2)cn1 (stereo not drawn)
 : -0.2	-0.3	4	-6
- N#C/C(=C(/O)c1cccc(F)c1)c1nc2ccccc2s1
 : 0.0	-1.1	-27	-2
- CCOCCCn1c(SCC(=O)Nc2ccc(OC)cc2OC)nc2ccccc2c1=O
 : -0.5	0.3	6	-3
- CC(C)(C)c1ccc(C2C(C(=O)c3cccs3)=C(O)C(=O)N2Cc2cccnc2)cc1 (stereo not drawn)
 : 0.3	1.0	-10	17
- Nc1cccc(S(=O)(=O)Nc2cccc(C(F)(F)F)c2)c1
 : -0.2	1.0	-5	-3
- COc1ccc(-c2nc3ccccc3c(=O)n2NCc2ccc(Br)cc2)cc1OC
 : -0.2	0.5	-17	2
- Cc1onc(-c2c(Cl)cccc2Cl)c1C(=O)Nc1cc([N+](=O)[O-])ccc1F
 : -0.2	0.1	5	6
- Cc1sc(NC(=O)c2ccco2)c(C(c2cccc(O)c2)N2CCOCC2)c1C (stereo not drawn)
 : 0.0	0.3	-6	13
- CC1(C)Cc2cccc(OCC(=O)OCC(=O)c3ccccc3)c2O1
 : 0.3	0.7	11	6
- Cc1nc(NCCOCc2ccccc2)sc1C(=O)Nc1ccccc1
 : -0.1	0.7	-4	10
- COc1ccc(S(=O)(=O)n2cnc3ccccc32)c2ccccc12
 : 0.0	1.6	-21	0
- CN(C)CC(C)(O)c1ccc2c(c1)CN(Cc1ccc(F)c(F)c1)CCO2 (stereo not drawn)
 : -0.1	1.0	-2	-6
- CCC(C(=O)O)N1C(=O)/C(=C\c2cc(OC)ccc2OC)SC1=S (stereo not drawn)
 : 0.0	-0.4	1	-1
- CC(=O)NS(=O)(=O)c1ccc(NC(=O)CC(C)C)cc1
 : 0.7	-1.4	0	2
- Cc1cc(C)c(NC(=O)c2sc3nc4c(c(-c5ccco5)c3c2N)CCCCC4)c(C)c1
 : 0.0	1.4	0	10
- OC1(c2ccc(F)cc2)CCN(Cc2nnnn2Cc2ccc(F)cc2)CC1
 : 1.4	-0.7	9	11
- COc1ccc(S(=O)(=O)NCCC(=O)NC2CCCCC2)cc1
 : 0.1	-0.2	14	-1
- COc1ccccc1-n1c(O)c(C=Nc2ccccc2Cl)c(=O)[nH]c1=O
 : 0.1	1.6	2	-3
- Cc1cccc(Cn2c(CN3CCOCC3)nc3c2c(=O)n(C)c(=O)n3C)c1
 : 0.2	0.0	2	1
- CCCN(CCC)S(=O)(=O)c1ccc(C(=O)Nc2sc3c(c2C(N)=O)CCN(C)C3)cc1
 : 0.1	-0.1	-3	-4
- N=C1CCCN1CC(=O)c1cccs1
 : 0.1	-0.7	-11	1
- COC(=O)c1ccccc1Nc1ccnc(Cl)n1
 : 0.7	-0.2	-4	23
- CC(C)(C)NC(=O)C(c1cccs1)N(C(=O)C(=O)NC1CCCCC1)C1CCCC1 (stereo not drawn)
 : -0.1	-0.2	5	1
- CCOC(=O)C(C)N1C(=O)C2CC=C(Cl)CC2C1=O (stereo not drawn)
 : 0.3	-0.5	4	5
- CCOC(=O)Cn1cc(/C=C(/C#N)C(=O)Nc2ccc(C)cc2)c2ccccc21
 : -0.2	1.5	2	-2
- Nc1nnc(SCC(=O)c2ccc(Cl)cc2Cl)s1
 : -0.1	-1.1	-17	-12
- O=C(NCC1Cc2cc(-c3cnccn3)ccc2O1)c1sccc1Cl (stereo not drawn)
 : -0.2	-1.1	-6	5
- CCCNC(=O)CSc1ncc(C(=O)OCC)c(N)n1
 : 0.0	-0.3	1	-1
- COc1ccc(CNc2nc(-c3cccnc3)nn2C(=O)CCc2ccccc2)cc1
 : -0.1	-1.0	7	1
- CSc1ccc(C(=O)Nc2c3c(nn2-c2ccccc2)CCC3)cc1
 : 0.9	0.2	-10	16
- CC1=C([N+](=O)[O-])C(c2ccccc2)NC(=O)N1C (stereo not drawn)
 : 0.1	0.9	-1	3
- Cc1ccccc1OCC(=O)OCC(=O)Nc1ccc(C(N)=O)cc1
 : 0.2	-1.2	0	6
- COc1ccc(-c2nc3sc(CCNC(=O)c4cccs4)c(C)n3n2)cc1
 : 0.9	-2.1	-60	22
- O=C(NC1CCCCC1)c1cccc(I)c1
 : 0.2	-0.2	-12	6
- N#CCc1cc(Cl)cc2c1OCOC2
 : 0.2	0.2	1	13
- Nc1c(C(=O)Nc2ccc(F)cc2)sc2nc3c(cc12)CCC3
 : 0.7	0.1	-58	10
- O=C(NCc1ccccc1)c1ccnc(N2CCc3ccccc3C2)c1
 : 0.0	-1.3	9	-1
- Cc1ccc(-n2nnnc2SCC(=O)Nc2nc(C)c(C)s2)cc1C
 : -0.2	-0.5	6	5
- COc1ccc(O)c(C(=O)c2cnc3[nH]c(=O)[nH]c(=O)c3c2)c1
 : -0.1	0.6	7	1
- CSC1=NC(C)(C)Cc2ccccc21
 : 0.1	-0.1	-3	-4
- CC1CCCCN1S(=O)(=O)c1ccc(NC(=O)/C=C/c2ccco2)cc1 (stereo not drawn)
 : 0.1	0.7	8	18
- CNC(=O)c1cnccc1Nc1cc(Nc2ccc3c(c2)CC(=O)N3)ncc1C(F)(F)F
 : 0.0	0.6	0	5
- Fc1cnc(N/N=C/c2ccc(-c3ccc(Br)cc3)o2)nc1N1CCOCC1
 : -0.3	1.7	-16	-7
- COc1ccccc1-c1nc2s/c(=C\c3ccc(OCC(N)=O)cc3)c(=O)n2n1
 : 0.1	1.6	-5	-18
- CCOC(=O)C1=C(C)N=c2s/c(=C/c3ccc(SC)cc3)c(=O)n2C1c1ccc(OC)cc1 (stereo not drawn)
 : -0.1	0.2	0	-6
- NC(=O)c1ccc2nc(Br)sc2c1
 : 0.1	0.5	13	5
- Cc1cc2c(cc1S(=O)(=O)C(C)CC(=O)NC1CCCCCCC1)OCC(=O)N2 (stereo not drawn)
 : 0.0	-0.6	5	-16
- O=c1[nH]cc(NCc2ccco2)c(=O)[nH]1
 : -0.1	-1.6	-9	-3
- COc1ccc(O)c(-c2ccncn2)c1
 : -0.1	-0.9	-12	-10
- O=C(Nc1cccc2c1C(=O)N(c1ccccc1)C2=O)c1ccccc1Br
 : 0.4	-1.6	9	12
- CC(=O)c1cccc(NC(=O)CCCn2nc([N+](=O)[O-])c(Br)c2C)c1
 : 0.1	-0.8	-1	-6
- CCN1CCN(C(=O)C2CCN(Cc3ccc(Cl)c(Cl)c3)CC2)CC1
 : 0.5	-0.5	3	63*
- c1n[nH]c2c1CN(c1nc3nonc3nc1N1CCCCCC1)CC2
 : 0.3	-1.8	-2	5
- CC1(Cc2ccc3c(c2)OCO3)C(=O)Nc2c(Cl)cccc21 (stereo not drawn)
 : 0.2	-0.8	4	20
- CCCCNCCCOc1ccc(C)cc1C
 : 0.1	0.4	-6	2

# Following part.
# Values run as follows: FBW7 act	GPR151 activ	TEAD-YAP block	MITF inh
- C#CCOC1(C)COC(C)(OCC#C)CO1 (stereo not drawn)
 : -0.2	-1.6	3	2
- O=C(Nc1ccc2oc(-c3cccc(Cl)c3)nc2c1)c1ccc(Br)cc1
 : -0.2	1.2	-5	0
- O=C1COc2cc(S(=O)(=O)CCC(=O)NC3CCCCC3)c(Cl)cc2N1
 : 0.6	0.9	11	15
- O=C(CCCSc1nc2scc(-c3ccccc3)c2c(=O)[nH]1)N1CCOCC1
 : 0.0	2.9	4	9
- CCn1c(=O)c(C(=O)NNC(=O)CC(C)C)c(O)c2ccccc21
 : 0.2	-1.8	8	13
- COc1ccc2nc(N3CCC(NC4CCOC(C)(C)C4)CC3)nc(C)c2c1 (stereo not drawn)
 : -0.2	-0.9	-7	-12
- CN1C(=O)c2cccc(NC(=O)Cc3ccccc3)c2C1=O
 : 0.0	-0.8	6	6
- COc1ccc(CCNc2cc(-c3c(C)noc3C)ncn2)cc1
 : -0.1	1.0	12	-2
- COc1ccc(CNc2c(-c3ccc(O)cc3O)nc3cnccn23)cc1
 : -0.1	-0.1	65*	-4
- CCOc1ccc(C(=O)Nc2ccc3nn(-c4ccc(CC)cc4)nc3c2)cc1Cl
 : 0.0	0.5	7	-7
- Cc1nc(Oc2ccccc2)c2oc3ccccc3c2n1
 : -0.2	-0.7	1	-4
- Clc1ccc(C2CN3CCSC3=N2)cc1 (stereo not drawn)
 : -0.1	-0.5	-2	37
- NC(=O)c1ccc(NC(=O)CCCOc2ccc(Br)cc2)cc1
 : -0.1	-0.1	0	9
- COc1cccc(NC(=O)c2cn(-c3ccc(C)c(C)c3)c(=O)c3ccccc23)c1
 : 0.7	3.5	17	12
- O=S(=O)(c1ccccc1)N1CCC(c2nc3ccccc3o2)CC1
 : -0.2	-0.6	8	4
- Cc1cc(C)c(OCC(=O)N/N=C/c2ccccc2O)c(Br)c1
 : 0.2	-0.1	4	10
- CCC(=O)Nc1cc(C(=O)O)ccc1Sc1ccc(OC)cc1
 : -0.1	0.4	0	-9
- COC(=O)c1ccc(-c2ccc(/C=C3\SC(N)=NC3=O)o2)cc1
 : 0.1	0.0	6	2
- S=c1n(CN2CCCCC2)nc2n1CCCCC2
 : 0.0	0.9	3	13
- CCCN(CCC)CCNC(=O)CCNC(=O)Cn1cnc2sc3c(c2c1=O)CCCC3
 : 0.0	0.3	6	7
- CCOC(=O)c1nnn(-c2nc(OCC)nc(N3CCCCC3)n2)c1C
 : 0.0	0.9	1	-8
- COC(C(=O)N1CCc2nnc(CNC(=O)c3ccccc3)n2CC1)c1ccccc1 (stereo not drawn)
 : -0.1	-0.3	8	6
- O=C(NCc1ccco1)/C(=C/c1ccc(Cl)cc1)NC(=O)c1ccccc1
 : 0.1	0.2	5	3
- Clc1ccc2c(c1)C1C=CCC1C(c1cccc3ccccc13)N2 (stereo not drawn)
 : -0.1	-1.2	-6	-15
- CC1CCc2c(C(=O)NCc3ccc4c(c3)OCO4)csc2C1 (stereo not drawn)
 : 0.0	0.7	-6	-8
- CCOCCCNC(=O)C(NC(=O)c1cnccn1)c1ccc(C)cc1 (stereo not drawn)
 : -0.1	-0.2	-1	-8
- Cc1ccc(Cl)cc1-n1c(SCC(=O)NCCc2ccccc2)nc2n[nH]c(C)c2c1=N
 : -0.2	-1.8	13	-5
- O=c1cc(N2CCC3(CC2)OCCO3)[nH]c(=O)n1C1CCCCC1
 : -0.2	-0.6	-2	11
- c1csc(CNCc2cccs2)c1
 : 1.2	0.2	9	19
- O=C(O)c1[nH]c2ccccc2c1CC(=O)N1CCN(c2ccccc2)CC1
 : -0.1	1.4	-5	-12
- Cc1ccc(C2=NN3C(C2)c2cc(Br)ccc2OC3c2ccc(OCc3ccccc3)cc2)cc1 (stereo not drawn)
 : 0.0	-1.6	-42	10
- O=C(CSc1nc2cc(C(=O)NCc3ccco3)ccc2c(=O)n1Cc1ccco1)NCCC1=CCCCC1
 : -0.1	-1.3	11	-3
- CCCCN(C(=O)Cn1nnc2ccccc21)C(C(=O)NCCOC)c1cccs1 (stereo not drawn)
 : 0.1	-0.4	-5	5
- CCOc1ccc(CCNC(=O)c2cnc(SC)nc2C)cc1OCC
 : 0.0	-0.8	1	-2
- Cc1ccc2c(c1)CN(CCC(=O)NC1CCOC1)CC(C)O2 (stereo not drawn)
 : 0.3	-1.3	5	12
- CN(C)c1cccc(C(=O)Nn2c(-c3cccs3)nc3ccccc3c2=O)c1
 : 0.6	-2.3	7	-83
- Cc1ccccc1OCCNc1cc(N2CCN(S(=O)(=O)c3ccccc3)CC2)ccc1[N+](=O)[O-]
 : 0.2	0.8	1	10
- CCOC(=O)c1sc2nc(SCC(=O)c3ccc(Cl)cc3)n(Cc3ccc4c(c3)OCO4)c(=O)c2c1C
 : 0.1	0.5	-3	12
- CS(=O)(=O)c1cc(C#N)c(N2CCNCC2)nc1-c1ccc(Cl)cc1
 : 0.0	1.6	3	1
- Cc1nnc(NC(=O)c2sc3nc(-c4cccs4)cc(C(F)(F)F)c3c2N)s1
 : 0.1	0.5	1	13
- CC1CN(Cc2c(C(=O)N3CCc4ccccc4C3)nc3ccc(Cl)cn23)CCN1C (stereo not drawn)
 : -0.1	-0.3	7	-8

# Results in MITF inh (2 entries from above):
molecule	MITF inh
Clc1ccc2c(c1)C1C=CCC1C(c1cccc3ccccc13)N2 (stereo not drawn)	-15
CC1CCc2c(C(=O)NCc3ccc4c(c3)OCO4)csc2C1 (stereo not drawn)	-8

# Gathered by group, those above with a CF3 group (three)
# Values run as follows: FBW7 act	GPR151 activ	TEAD-YAP block	MITF inh
- Nc1cccc(S(=O)(=O)Nc2cccc(C(F)(F)F)c2)c1
 : -0.2	1.0	-5	-3
- CNC(=O)c1cnccc1Nc1cc(Nc2ccc3c(c2)CC(=O)N3)ncc1C(F)(F)F
 : 0.0	0.6	0	5
- Cc1nnc(NC(=O)c2sc3nc(-c4cccs4)cc(C(F)(F)F)c3c2N)s1
 : 0.1	0.5	1	13
